EBV gp42 inh: inhibitors of Epstein-Barr virus glycoprotein 42 | Q1HVG2 | Fluorescence polarization binding assay, mP read-out | inhibition, % (tested at 21.74 µM) | 220,000 tested, 0.42% active | AID 1085; in the data active = inhibition above about 50%
Target sequence (Q1HVG2 whole entry, looked up): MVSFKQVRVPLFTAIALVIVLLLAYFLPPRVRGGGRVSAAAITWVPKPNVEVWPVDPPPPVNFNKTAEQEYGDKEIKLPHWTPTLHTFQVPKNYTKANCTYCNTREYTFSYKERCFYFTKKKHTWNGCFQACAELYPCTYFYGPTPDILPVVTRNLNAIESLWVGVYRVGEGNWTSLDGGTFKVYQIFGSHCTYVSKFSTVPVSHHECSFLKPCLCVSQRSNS
Runt-SMMHC FRET: blocks binding of human RUNX1 Runt domain to CBFb-SMMHC; Cerulean-Runt/Venus-CBFb-SMMHC FRET ratio 530/480, 1 h; inhibition, % at 20 µM; Q01196+Q13951; 220,000 tested, 0.74% active; AID 1434;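 active = mean inhibition across duplicate retests at 20 µM reaching about 50%, limit read from the data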;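 note: 0% = DMSO wells and 100% = wells with excess untagged CBFb-SMMHC; inhibitors lower the FRET ratio by blocking Runt binding to CBFb-SMMHC; some results filed as inactive read as strong as hits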
p47phox inh: inhibitors of human p47phox binding. AID 1274. p47phox/p22phox peptide binding, fluorescence polarization, 2 h. inhibition, % at 24.7 µM. 220,000 tested, 0.53% active. P14598;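 active = inhibition above about 30%, limit read from the data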;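 note: 0% = p47phox with labelled peptide and 100% = labelled peptide alone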
Target sequence (P14598 whole entry, looked up): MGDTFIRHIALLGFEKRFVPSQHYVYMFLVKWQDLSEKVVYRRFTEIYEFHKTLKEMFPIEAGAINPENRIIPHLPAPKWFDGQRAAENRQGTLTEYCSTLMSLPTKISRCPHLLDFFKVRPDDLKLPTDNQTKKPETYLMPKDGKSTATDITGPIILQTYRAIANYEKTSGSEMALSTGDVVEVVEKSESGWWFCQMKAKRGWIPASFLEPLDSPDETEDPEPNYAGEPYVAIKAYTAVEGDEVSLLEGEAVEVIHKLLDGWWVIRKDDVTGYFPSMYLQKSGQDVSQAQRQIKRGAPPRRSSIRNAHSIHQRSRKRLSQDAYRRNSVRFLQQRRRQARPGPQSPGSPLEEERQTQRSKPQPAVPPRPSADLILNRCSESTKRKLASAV
MDM2 E3 inh: inhibitors of human Mdm2 E3 ubiquitin ligase | Q00987 | signal enhancement, % at 5 µM | cell-based MDM2 ubiquitination luciferase reporter, 2 h; 0 = plate control, 100 = twice control, blank-subtracted | 210,000 tested, 0.11% active;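 active = signal enhancement of 30% or more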;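 note: luminescence tracks abundance of the self-degrading MDM2-luciferase fusion protein; higher signal means inhibition of MDM2 E3 ligase activity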
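Material: stable MDM2–luciferase fusion reporter cells / Quantity: 2000 cells/well / Dosing: single 5 µM compound dose, 0.2% final DMSO / Buffer or medium: DMEM / Schedule: 4 h cell settling then 2 h compound exposure, 37 °C / Detection: luminescence with SteadyLite reagent, 15 min at room temperature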
TbHK1 inh: T. brucei hexokinase 1 inhibition | recombinant TbHK1, G6PDH-coupled NADH A340 | inhibition, % at 10 µM | 220,000 tested, 0.11% active | AID 1430;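 active = inhibition of 50% or more in the single-dose primary screen; inactive = inhibition below 50%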
Hck Nef HTS: inhibitors of human Hck kinase activated by Nef | P08631 | Recombinant Hck-YEEI plus Nef, Z-Lyte FRET kinase assay | inhibition, % at 20 µM | 220,000 tested, 0.68% active | AID 463187;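 active = Hck-Nef kinase inhibition above about 50%, limit read from the data; inactive = inhibition below that limit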;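 note: 0% = DMSO with Hck plus Nef and 100% = Hck alone without Nef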
Runt-CBFb FRET: inhibitors of human RUNX1 Runt domain binding to CBFb | Q01196+Q13951 | Cerulean-Runt/Venus-CBFb FRET ratio 530/480, 1 h | inhibition, % at 20 µM | 220,000 tested, 0.46% active | AID 1496;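 active = inhibition over about 50% at 20 µM in the single-dose screen, limit read from the data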;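 note: 0% = DMSO wells and 100% = excess unlabeled CBFb competitor control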
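test system = Cerulean-tagged RUNX1 Runt domain (FRET donor) fusion protein | reagent = Venus-CBFb binding partner, 100 nM | incubation = protein complex preformed 1 h, compound exposure 1 h, room temperature, dark | detection = FRET fluorescence | read-out basis = loss of energy transfer signal | controls = 5 µM unlabeled CBFb as full-inhibition high control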
14-3-3 Bad inh: disrupts binding of bovine 14-3-3 zeta to phospho-Bad peptide; TR-FRET 14-3-3zeta/Dy647-pBad peptide displacement, 1 h; 220,000 tested, 0.71% active; inhibition, % at 21.7 µM; AID 781; P63103;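 active = inhibition above about 70%, limit read from the data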;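 note: 0% = full 14-3-3 plus peptide FRET controls and 100% = background without 14-3-3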
Target sequence (P63103 whole entry, looked up): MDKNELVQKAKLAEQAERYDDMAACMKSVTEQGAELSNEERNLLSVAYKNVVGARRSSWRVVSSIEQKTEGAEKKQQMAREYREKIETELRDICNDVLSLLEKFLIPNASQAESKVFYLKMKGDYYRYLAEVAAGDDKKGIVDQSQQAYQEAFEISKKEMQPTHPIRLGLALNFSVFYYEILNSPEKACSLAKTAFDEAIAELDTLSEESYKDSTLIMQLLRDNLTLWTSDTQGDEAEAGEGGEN
L929 necroptosis: L929 zVAD cell death inhibition. viability rescue, % at 10 µM. 220,000 tested, 0.38% active. L929 zVAD necroptosis rescue, ATP luminescence, 24 h; with zVAD 60 µM. AID 1377;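 active = activation, scaled between plate controls, above about 75%, limit read from the data; inactive = activation under that limit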;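 note: 0% = zVAD with DMSO and 100% = DMSO alone without zVAD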
An asterisk follows results filed as active; x = not tested or not shown; [ ] = remark or other dose.

molecule	EBV gp42 inh	Runt-SMMHC FRET	p47phox inh	MDM2 E3 inh	TbHK1 inh	Hck Nef HTS	Runt-CBFb FRET	14-3-3 Bad inh	L929 necroptosis
O=C(CN1CCCCC1)Nc1ccccc1	-10	-3	0	0	-19	-2	0	13	-0.2
CCOC(=O)c1sc(NC(=O)CC)c(C#N)c1C	-16	2	-7	-1	-5	25	0	-3	3.8
C=CCOC(=O)c1sc(NC(=O)c2ccc(OC)cc2)nc1C	5	-1	5	-7	-10	20	4	-1	1.0
CC(C)CNC(=O)COC(=O)c1ccccc1SCC(=O)NCC(C)C	-6	0	-1	1	5	15	-3	-20	1.3
O=C(CSCc1ccco1)NC1CCCC1	-7	2	-13	5	1	4	3	9	-0.3
COc1ccccc1NS(=O)(=O)c1cccc(NC(=O)Nc2ccccc2)c1	30	4	-21	-2	13	3	-1	2	2.0
N/C(=N\OC(=O)COc1ccc(Cl)cc1)c1cccnc1	-10	0	5	-66	2	5	2	5[fluorescence artefact?]	-0.3
C=CCOc1ccc2c(c1)c(=O)cc(C(=O)O)n2CC	-13	1	-9	-1	-22	8	1	2	0.7
CCc1nc(SCc2ccc([N+](=O)[O-])cc2)n[nH]1	-14	-2	-4	8	-6	4	-1	8	0.4
COc1cc(NC(=O)C2CCCO2)c(OC)cc1Cl (centres undefined)	-18	8	-7	-9	3	1	-2	3	-0.2
OCCn1c(CSc2nc3ccccc3n2CCO)nc2ccccc21	-18	4	-9	-11	9	1	-2	2	-0.2
O=C(N1CCOCC1)N1CCCC(c2nc(-c3cccs3)no2)C1 (centres undefined)	1	4	-3	1	5	-1	-2	1	-0.3
CCC(C)NC(=O)c1ccccc1NC(=O)Nc1ccccc1 (centres undefined)	-18	4	3	3	7	1	-3	15[fluorescence artefact?]	0.4
COc1cc(C2C3C(C)N(C)C(=O)N(C)C3N(C)C(=O)N2C)ccc1O (centres undefined)	-9	-4	1	-10	-3	-1	0	8	0.1
CCOc1ccccc1NC(=S)Nc1ccccc1F	-10	-2	-9	4	-3	2	4	-2[fluorescence artefact?]	0.0
CCSc1nnc(COc2ccccc2)n1CC	-5	-4	-9	x	-5	17	-1	3	-0.3
CCn1c(SCC(=O)c2ccccc2)nc2sc3c(c2c1=O)CCN(C)C3	-16	85*	-17	-17	-14	5	10	2	-0.8
CC(C)c1ccc(/C=C(\c2nc3ccccc3[nH]2)S(=O)(=O)c2ccccc2)cc1	4	1	-9	27	6	3	0	-6	4.2
Cc1ccc2nc(SCC(=O)N(CC(C)C)c3c(N)n(Cc4ccccc4)c(=O)[nH]c3=O)[nH]c2c1	-6	2	-10	-3	1	-46	-1	-1	-0.8
Cc1cccc(Nc2ncccc2C(=O)NCc2cccs2)c1C	12	-3	-1	-3	-5	-1	-2	6[fluorescence artefact?]	1.1
CC1(C)C2CCC1(C)C1(C2)NC(=O)c2ccccc2O1 (centres undefined)	21	-2	-2	-8	2	2	-3	2[fluorescence artefact?]	x
CCCCCOC(=O)Cn1c(N2CCCCCC2)nc2c1c(=O)[nH]c(=O)n2C	5	2	-16	-20	17	4	-4	-6	0.0
Cn1c(CSCc2ccccc2)nnc1SCC(=O)Nc1ccc(C(=O)O)cc1	-1	-5	-5	-13	5	4	2	2	0.3
Cc1coc(NC(=O)CSc2nc(-c3ccc(Cl)cc3)cc(C(F)(F)F)c2C#N)n1	-35	-211	-52	-17	0	11	-79	0	0.2
COC(=O)c1cc(OC)c(OC)cc1NC(=O)c1cc(OC)cc(OC)c1	-18	x	-8	-9	-15	16	x	-3	2.2

Entries of single compounds, quoted from the list. Order of values: EBV gp42 inh	Runt-SMMHC FRET	p47phox inh	MDM2 E3 inh	TbHK1 inh	Hck Nef HTS	Runt-CBFb FRET	14-3-3 Bad inh	L929 necroptosis
Cc1coc(NC(=O)CSc2nc(-c3ccc(Cl)cc3)cc(C(F)(F)F)c2C#N)n1 as listed: -35	-211	-52	-17	0	11	-79	0	0.2
O=C(CN1CCCCC1)Nc1ccccc1 as listed: -10	-3	0	0	-19	-2	0	13	-0.2
O=C(N1CCOCC1)N1CCCC(c2nc(-c3cccs3)no2)C1 (centres undefined) as listed: 1	4	-3	1	5	-1	-2	1	-0.3

Next part:
molecule	EBV gp42 inh	Runt-SMMHC FRET	p47phox inh	MDM2 E3 inh	TbHK1 inh	Hck Nef HTS	Runt-CBFb FRET	14-3-3 Bad inh	L929 necroptosis
O=C(NCc1ccccc1)Oc1cccc(Cl)c1	2	-2	-12	6	4	3	0	-8[fluorescence artefact?]	0.5
N#CCSc1nnc(CNc2ccc(F)cc2)o1	-2	6	1	-3	2	6	6	-6	1.6
O=C1COc2ccc(C(=O)COC(=O)Cn3cnc4ccccc43)cc2N1	-34	-5	-6	-1	-7	-5	-2	-7[fluorescence artefact?]	-0.8
CCN=C(Nc1ccc(Cl)cc1)c1cccnc1	0	-1	-6	-2	4	-1	0	5	-0.3
CCOc1ccc(C(=O)/C=C/Nc2ccc(S(=O)(=O)Nc3onc(C)c3C)cc2)cc1	-19	16	-13	-7	-21	9	-1	1	0.8
Cc1ccccc1OCC(=O)Nc1ccccc1N1CCCCC1	3	-7	-6	9	2	1	-2	0	-0.4
NC(=O)CC[C@H](NC(=O)c1ccc(F)cc1)C(=O)OCC(=O)NCc1ccc(F)cc1	-22	1	2	-4	2	-14	-1	0	0.8
CC(=O)NC(=S)Nc1ccc(NC(=S)NC(=O)c2ccc([N+](=O)[O-])cc2)cc1	0	-5	6	-14	-42	19	1	-2	-0.4
Cc1cccn2c(=O)c(C=O)c(N3CC(C)OC(C)C3)nc12 (centres undefined)	-17	-6	-2	-10	-9	17	2	-4	6.8
CCC(=O)NC(=S)Nc1cccc(Cl)c1N1CCCC1	9	-1	-8	x	-3	-6	2	-8	-0.7
Oc1c(CN2CCCCC2)cc(COCc2ccccc2)c2cccnc12	-8	-4	-18	-5	-5	1	0	-11	6.8
Oc1ccccc1Nc1ccccn1	-15	2	-19	x	-11	27	1	2	0.8
O=C(COc1ccc(/C=N/NC(=O)c2ccc(O)cc2)cc1)Nc1ccc([N+](=O)[O-])cc1	78*	-74	16	-11	-9	4	-16	74*[fluorescence artefact?]	15
NS(=O)(=O)c1cccc(NC(=O)COC(=O)c2cc(-c3ccc(Cl)cc3)nc3ccccc23)c1	-8	-2	-29	-13	-2	1	-6	4[fluorescence artefact?]	0.3
O=C(NCCCN1CCOCC1)c1ccccc1	0	1	2	-21	1	0	1	81*	0.4
CC(=O)c1cccc(NC(=O)C(C)OC(=O)CNC(=O)c2ccc(C)s2)c1 (centres undefined)	-12	1	-9	-3	-2	2	1	-8	1.6
COc1cc(N)c(Cc2nccc3cc(OC)c(OC)cc23)cc1OC	-2	10	9	-10	-8	23	10	-12	6.6
COc1ccc(N(CCCN2C(=O)c3cccc4cccc(c34)C2=O)C(=O)c2ccncc2)cc1	-18	2	-6	-7	-10	12	-2	-9	-1.3
COc1ccc(F)cc1C(=O)C1CCCN(Cc2ccc(Sc3nncn3C)o2)C1 (centres undefined)	-23	3	-13	-18	-8	19	0	-6	-0.8
O=C(Nc1ccccc1)Nc1nc2ccccc2s1	-10	1	-5	-23	1	17	2	9	71
Cc1nc(NCc2ccccn2)c2ccccc2n1	-26	-1	-11	-19	4	1	-3	70*	0.0
CC1(C)NC(=O)N(CC(O)COc2cccc(F)c2)C1=O (centres undefined)	-4	2	-5	-8	-1	17	3	3[fluorescence artefact?]	0.7
COc1ccc(CN2C(=O)CCC2(C)C(=O)NCc2cccnc2)c(OC)c1 (centres undefined)	-6	5	2	-12	2	2	0	-8[fluorescence artefact?]	0.8
N#Cc1c(Cl)nsc1NC(=O)c1ccccc1	0	-7	-10	-35	-14	20	-3	1	6.7
Cc1ccnc(SCc2cc(=O)c(OC(=O)c3ccco3)co2)n1	-18	2	-3	x	3	3	-1	-5	-0.1

Remaining list, next part.
molecule	EBV gp42 inh	Runt-SMMHC FRET	p47phox inh	MDM2 E3 inh	TbHK1 inh	Hck Nef HTS	Runt-CBFb FRET	14-3-3 Bad inh	L929 necroptosis
CN(C)c1ccc(/C=N/N2C(=O)c3ccccc3C2=O)cc1	-12	-7	2	x	-27	21	6	2	0.5
Cc1ccccc1Cn1ccc(NC(=O)c2nn(C)cc2[N+](=O)[O-])n1	-6	-4	6	-13	-4	-39	-2	9	0.5
O=C(O)CCC(=O)NNC(=O)c1ccc(Br)cc1	8	1	-7	-3	-10	-3	0	-9	0.8
Cc1ccc(OCC(=O)N2CCOCC2)c([N+](=O)[O-])n1	-4	4	-17	x	-10	28	0	4	-0.4
O=S(=O)(c1ccc(Cl)c(F)c1)N1CCC(c2nc(-c3ccncc3)no2)CC1	-9	2	-10	-6	2	-1	-1	-4	-0.2
CC(=O)c1c(CC(=O)O)[nH]n(-c2nc3ccccc3s2)c1=O	-15	0	-28	-11	8	0	1	x	-0.8
CCOc1cc(S(=O)(=O)NCCc2ccc(OC)c(OC)c2)c(OCC)cc1-n1cnnn1	-15	0	-11	-16	-12	1	0	5	-0.6
Cc1ccccc1CN(c1ccc(C(=O)NCC2CCCO2)cc1)S(C)(=O)=O (centres undefined)	-9	0	0	2	-2	0	-1	17	0.6
Cc1ccc(NC2=NCC(=O)N2C2CCCC2)c(C)c1	-2	-1	2	-19	1	5	-2	19[fluorescence artefact?]	0.6
COc1ccccc1C(=O)N=C1NC(=O)CC2C(=O)NCCN12 (centres undefined)	-2	-2	-2	-5	-1	17	-2	2	5.9
COc1cc2c(cc1OC)C(c1ccccc1)N(C(=O)CCl)CC2 (centres undefined)	-12	0	-11	12	-4	-1	0	-4[fluorescence artefact?]	4.1
Cc1ccc(-c2cc(C(=O)OCC(=O)N(C)C3CCS(=O)(=O)C3)c3ccccc3n2)c(C)c1 (centres undefined)	5	-4	-6	-4	-22	12	-4	-8	0.9
O=C1C2C(C(=O)N1/N=C/c1cc(Br)cc([N+](=O)[O-])c1O)C1C=CC2C12CC2 (centres undefined)	-19	-14	-4	-12	3	-2	-5	13	-0.4
CCOC(=O)c1sc(=S)n(-c2ccc(Cl)cc2)c1SC	-3	3	-2	-37	-3	-1	2	-9	-0.4
COc1ccc2c(c1)CCc1cnc(N)nc1-2	-8	1	-11	-28	-38	13	-2	14	0.1
CC1CCN(C(=O)CN(c2ccc3c(c2)OCO3)S(C)(=O)=O)CC1	-11	0	-2	-15	3	14	-1	-4	0.2
O=C(Nc1nc2ccccc2s1)c1ccc2c(c1)OCO2	-2	-2	-11	-78	5	1	-3	-4	0.4
Cc1ccsc1/C=N/NC(=S)NCCc1ccccc1	3	-2	-15	-5	-11	1	-2	-18	0.1
Clc1ccc(C(c2nnnn2CCc2ccccc2)N2CCSCC2)cc1 (centres undefined)	-10	6	-24	-9	7	0	-1	-11	0.1
Oc1ccc(N=Nc2cccc(C(F)(F)F)c2)cc1C=Nc1ccc(N2CCOCC2)cc1	8	-7	-22	2	29	0	-5	5	0.8
CCOc1cc(/C=C2/NC(=O)N(CC(=O)OC)C2=O)ccc1O	-1	-7	-9	14	-19	10	-2	0	-1.1

Compound activity (PubChem)
